APJ ag: agonists of human APJ apelin receptor | P35414 | CHO-K1 APJ PathHunter beta-arrestin, luminescence; 0% DMSO wells, 100% apelin | activation, % at 20 µM | 330,000 compounds, 0.11% hits;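 active = activation more than six SD over the plate average, tested at 20 µM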;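 also: 0% = DMSO alone and 100% = apelin-13 at 10 nM; some results filed as inactive read as strong as hits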
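Assay system: engineered CHO-K1 APJ arrestin reporter cells; Amount: 1000 CHO-K1 reporter cells seeded per well; Dosing: one dose, 20 µM compound, 1% DMSO; Times: compound stimulation 90 min at 25 °C, detection 60 min; Measured by: luminescent beta-gal fragment complementation, chemiluminescent substrate; Read-out: APJ–arrestin association signal; Controls: DMSO vs Apelin-13 10 nM.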
EBI2 block: EBI2 (human) antagonism. 360,000 compounds, 0.81% hits. EBI2 beta-arrestin recruitment, luminescence, 7a,25-OHC stimulated. AID 651636. inhibition, % at 5 µM; in the data active = inhibition above about 38%;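 also: enzyme fragment complementation signal reports receptor beta-arrestin coupling in cells; 0% = agonist plus DMSO wells and 100% = wells without agonist; some results beyond the cut were filed as inactive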
Target sequence (P32249 whole entry, looked up, the tested form may be a part): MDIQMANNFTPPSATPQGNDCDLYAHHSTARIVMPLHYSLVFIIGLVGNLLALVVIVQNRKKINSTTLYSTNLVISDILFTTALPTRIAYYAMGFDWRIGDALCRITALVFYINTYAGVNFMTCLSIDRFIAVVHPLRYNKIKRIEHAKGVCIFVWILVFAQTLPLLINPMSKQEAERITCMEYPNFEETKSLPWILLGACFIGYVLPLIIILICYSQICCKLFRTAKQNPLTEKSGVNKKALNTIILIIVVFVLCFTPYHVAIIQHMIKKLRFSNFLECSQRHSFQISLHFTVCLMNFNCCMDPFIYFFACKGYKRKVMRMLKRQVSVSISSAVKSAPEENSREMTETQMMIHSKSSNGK
Mdm2 MdmX PPI: human Mdm2/MdmX binding inhibition; O15151+Q00987; SaOS-2 split-luciferase Mdm2/MdmX complementation, luminescence; inhibition, % at 8 µM; 330,000 compounds, 3% hits; AID 485346;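 active = inhibition of at least 50% at 8 µM in the primary screen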
UPR CHOP act: activators of apoptotic arm of unfolded protein response (CHOP) | CHO-CHOP luciferase reporter, UPR activation, luminescence; percent of tunicamycin response over DMSO baseline | activation, % at 10 µM | 330,000 compounds, 0.34% hits | AID 449763;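 active = at 10 µM dose, activation of 40% or more, normalized to positive control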;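 also: 100% = tunicamycin at 10 µg/mL and 0% = DMSO alone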
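System: CHO-CHOP luciferase reporter cell line; amount: 500 cells/well; buffer or medium: F12 medium containing 10% fetal bovine serum; incubation: 6 h compound exposure at 37 °C after overnight seeding; measured by: luciferase luminescence after 10 min with Steady-Glo reagent; evaluation: % reporter activation, DMSO baseline versus tunicamycin full activation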
CXCR6 inh: blocks human CXCR6 beta-arrestin recruitment; O00574; CHO-K1 PathHunter CXCR6 beta-arrestin, luminescence; inhibition, % at 20 µM; 360,000 compounds, 0.36% hits; in the data active = inhibition above about 34%, passing the limit was not always enough;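 also: antagonist mode with CXCL16 agonist at 10 nM final; 0% = 10 nM CXCL16 with DMSO and 100% = unstimulated wells without agonist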
Target sequence (O00574 whole entry, looked up): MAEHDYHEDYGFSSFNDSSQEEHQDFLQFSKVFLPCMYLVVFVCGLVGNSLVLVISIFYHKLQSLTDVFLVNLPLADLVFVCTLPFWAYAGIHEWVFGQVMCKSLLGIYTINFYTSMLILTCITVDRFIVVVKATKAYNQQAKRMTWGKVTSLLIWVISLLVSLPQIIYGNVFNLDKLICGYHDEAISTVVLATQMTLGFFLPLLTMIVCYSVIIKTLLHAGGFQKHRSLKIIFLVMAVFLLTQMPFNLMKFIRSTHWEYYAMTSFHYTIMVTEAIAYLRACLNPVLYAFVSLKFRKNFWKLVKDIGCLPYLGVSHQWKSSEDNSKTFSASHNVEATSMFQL
APJ antagonist: APJ receptor antagonism; AID 2521; CHO-K1 APJ beta-arrestin complementation, luminescence; inhibition, % at 20 µM; 330,000 compounds, 0.32% hits;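 active = inhibition above about 40% at 20 µM, limit read from the data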;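 also: cells challenged with 10 nM apelin-13 agonist together with compound; plate controls were apelin-13 plus DMSO wells for no effect and DMSO wells lacking apelin-13 for full effect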
UPR XBP1 act: adaptive UPR (XBP1) activation | CHO-XBP1 luciferase reporter, IRE1-XBP1 UPR activation, luminescence; percent of tunicamycin response, DMSO as zero | activation, % at 20 µM | 330,000 compounds, 0.33% hits;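 active = versus positive control, 20 µM dose yields 30% or more activation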;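 also: 100% = tunicamycin at 10 µg/mL and 0% = DMSO only wells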
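assay system = CHO-XBP1 luciferase reporter cells | amount = 1000 cells/well | buffer or medium = F12 plus 10% FBS | compound dosing = single point, 20 µM final compound, 1% DMSO | incubation = 16-18 h cell attachment at 37 °C, then 6 h compound exposure | detection = Steady-Glo luminescence read | controls = tunicamycin 10 µg/mL and vehicle-only wells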
tim23-1 inh: inhibits growth of tim23-1 mutant yeast; S. cerevisiae tim23-1 growth, BacTiter-Glo luminescence, 24 h; inhibition, % at 20 µM; 330,000 compounds, 1.3% hits; AID 463212;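 active = growth inhibition of the mutant yeast at or above 50%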;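 also: temperature-sensitive mutant grown at 25 °C; plate controls were DMSO-treated mutant yeast for no effect and medium wells lacking yeast for full effect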
CCR6 antagonist: blocks CCL20-driven beta-arrestin recruitment at human CCR6; P51684; CHO-K1 CCR6 PathHunter beta-arrestin, luminescence, CCL20-stimulated; inhibition, % at 20 µM; 340,000 compounds, 0.49% hits;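 active = compounds whose inhibition of the agonist-driven luminescence signal at 20 µM reaches about 50%, limit read from the data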;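 also: cells stimulated with CCL20 at 14 nM final; plate controls were DMSO with CCL20 for no effect and DMSO without agonist for full effect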
Target sequence (P51684 whole entry, looked up): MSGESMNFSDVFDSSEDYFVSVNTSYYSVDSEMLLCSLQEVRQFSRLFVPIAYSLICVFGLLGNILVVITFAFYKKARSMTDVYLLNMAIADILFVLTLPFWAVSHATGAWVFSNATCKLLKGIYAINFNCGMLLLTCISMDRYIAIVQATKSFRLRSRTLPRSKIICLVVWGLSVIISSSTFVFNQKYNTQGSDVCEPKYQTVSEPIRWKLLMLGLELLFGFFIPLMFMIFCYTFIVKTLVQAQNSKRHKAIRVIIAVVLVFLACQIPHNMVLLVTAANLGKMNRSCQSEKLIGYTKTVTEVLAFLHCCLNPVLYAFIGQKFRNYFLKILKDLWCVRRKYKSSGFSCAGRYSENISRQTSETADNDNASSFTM
An asterisk follows results filed as active. An excerpt (hit frequency here may not be typical).

Under each structure: APJ ag | EBI2 block | Mdm2 MdmX PPI | UPR CHOP act | CXCR6 inh | APJ antagonist | UPR XBP1 act | tim23-1 inh | CCR6 antagonist
- Cc1cccc(OCCCCCn2ccnc2)c1C
  -3 | -16 | 13 | -2.2 | -4 | -7 | -3 | 0 | 15
- CCSc1ccc2nnc(-c3cccs3)n2n1
  -4 | 5 | 31 | -2.5 | -4 | 25 | 3 | 38 | 3
- CC(OC(=O)Cc1n[nH]c(=O)c2ccccc12)C(=O)Nc1ccc(F)cc1 (configuration not stated)
  5 | -2 | 6 | -0.2 | 5 | 13 | 0 | -4 | 0
- COCCNC(=S)NCCc1ccc(Cl)cc1Cl
  -3 | 7 | 4 | 0.5 | -1 | 2 | -1 | -9 | 0
- O=C(CSc1cccc2cccnc12)Nc1ccccc1F
  -5 | 1 | 32 | 8.0 | 9 | 8 | -3 | 29 | 29
- CCOc1ccc(N2C(=O)Cc3ccccc3C2=O)cc1
  -1 | -12 | 3 | -1.3 | 10 | 0 | 0 | 33 | 9
- COc1ccccc1NC(=O)c1ccc(C(=O)c2ccccc2)o1
  -2 | 0 | 0 | 1.2 | 8 | 24 | -1 | 19 | 13
- Cc1nc2ccc(NC(=S)NC3CCCCC3)cc2nc1C
  0 | 7 | -25 | 3.8 | -14 | -15 | 7 | 28 | 0
- O=C(NCC(=O)N1CC=C(c2ccccc2)CC1)c1ccco1
  -1 | 3 | -2 | 0.2 | 1 | 11 | 0 | 20 | 5
- CC1CCCCN1CCCNC(=O)CN1C(=O)c2cccnc2Oc2ccccc21 (configuration not stated)
  1 | -8 | -15 | -0.6 | 14 | -6 | -5 | 7 | -11
- CSc1ccc(C(=O)C2CCCN(C(=O)CCc3c(C)nn(C)c3C)C2)cc1 (configuration not stated)
  7 | -4 | 11 | 1.0 | 1 | 3 | 1 | 21 | 12
- CCN1C(=O)c2ccc(C(=O)Nc3nccs3)cc2C1=O
  -20 | 7 | 8 | 1.9 | 2 | 12 | 0 | 7 | 9
- Cc1cc(C)cc(C(=O)Nc2cc3c4c(c2)CC(=O)N4CCC3)c1
  2 | 2 | 21 | 1.2 | 7 | -25 | -2 | -24 | 11
- CC(=O)Nc1ccc(OC/C=C(\C)Cl)cc1
  0 | -12 | 17 | 2.7 | 4 | -10 | 3 | 13 | -12
- COc1ccc(CN2C(=O)C3C4C=CC(C4)C3C2=O)cc1 (configuration not stated)
  -4 | -11 | -12 | -1.1 | 5 | 18 | -2 | 10 | 2
- CN(C)c1ccc(/C=C/c2nc3ccccc3s2)cc1
  0 | 14 | 64* | -7.2 | 8 | -3 | -5 | 25 | 5
- O=[n+]1cc(-c2ccc(Br)cc2)n([O-])c2c1CCC2
  -1 | -7 | -12 | -1.2 | -9 | 0 | 1 | -4 | 8
- Cc1ccc(NC(=O)CN2C(=O)NC3(CCC(C)CC3)C2=O)c(Cl)c1 (configuration not stated)
  -2 | -1 | 10 | -0.1 | -2 | 3 | 0 | 0 | -2
- CSCC[C@H](NC(=O)[C@H]1N2C(=O)c3ccccc3C2SC1(C)C)C(=O)NCc1ccncc1 (some centres not stated)
  -2 | 5 | 3 | -0.3 | -17 | 23 | -3 | 14 | 5
- CC(C(=O)Nc1ccc(S(=O)(=O)N2CCCC2)cc1)N(C)Cc1ccc(F)cc1 (configuration not stated)
  -3 | 9 | 2 | -0.6 | 6 | -2 | -5 | 22 | 9
- CC1(C)CC(=O)C=C(NCC(=O)O)C1
  -1 | -11 | 9 | -2.1 | 2 | 2 | -3 | 6 | -4
- CCOc1ccc(CCNC(=O)COC(=O)c2ccc3c(c2)OCCO3)cc1OCC
  -6 | 1 | 11 | 0.6 | -4 | 1 | -3 | -5 | 14
- CCOC(CNC(=O)C(=O)NCC(c1ccco1)N1CCN(c2ccc(OC)cc2)CC1)OCC (configuration not stated)
  -5 | -12 | 32 | -0.2 | -1 | 19 | -5 | -1 | 18
- COc1ccc2c(c1)CCC1=C2NC(=S)NC1c1ccc(N(C)C)cc1 (configuration not stated)
  -2 | 6 | 0 | 0.2 | 6 | -15 | 1 | 4 | 0
- O=C(Nc1nc2ccc([N+](=O)[O-])cc2s1)c1ccncc1
  -1 | -8 | -60 | 1.7 | -1 | 3 | -2 | 1 | 24
- CCOc1ccc(-c2nc3ccccc3c(=O)o2)cc1
  -1 | -1 | -81 | 0.7 | -9 | 6 | 0 | 0 | 9
- Cc1c(CCC(=O)O)c(=O)oc2c(C)c3occ(-c4ccc(Br)cc4)c3cc12
  1 | 0 | 27 | 4.1 | -10 | 7 | 2 | 12 | -2
- CCN(CC)CCNC(=O)c1cn(CC)c2cc(N3CCN(C)CC3)c(F)cc2c1=O
  -4 | -3 | -18 | 3.3 | 3 | 2 | -3 | -8 | 11
- COC(=O)c1cc(C)nc2c1c(C)nn2-c1ccccc1
  -1 | 0 | 7 | 0.4 | 0 | -13 | 4 | 41 | 4
- COC(=O)/C(C(C)=O)=C(/C=C/C=C/N(C)C)N(C)C
  -1 | -1 | 12 | -1.5 | 3 | 10 | -2 | 15 | -2

In a second layout: results already given.
Compound | APJ ag | EBI2 block | Mdm2 MdmX PPI | UPR CHOP act | CXCR6 inh | APJ antagonist | UPR XBP1 act | tim23-1 inh | CCR6 antagonist
CCOc1ccc(-c2nc3ccccc3c(=O)o2)cc1 | -1 | -1 | -81 | 0.7 | -9 | 6 | 0 | 0 | 9
O=[n+]1cc(-c2ccc(Br)cc2)n([O-])c2c1CCC2 | -1 | -7 | -12 | -1.2 | -9 | 0 | 1 | -4 | 8
CCN1C(=O)c2ccc(C(=O)Nc3nccs3)cc2C1=O | -20 | 7 | 8 | 1.9 | 2 | 12 | 0 | 7 | 9

Arranged by SMILES length (smallest number first): three of the compounds above.
Under each structure: APJ ag | EBI2 block | Mdm2 MdmX PPI | UPR CHOP act | CXCR6 inh | APJ antagonist | UPR XBP1 act | tim23-1 inh | CCR6 antagonist
- Cc1cccc(OCCCCCn2ccnc2)c1C
  -3 | -16 | 13 | -2.2 | -4 | -7 | -3 | 0 | 15
- COc1ccccc1NC(=O)c1ccc(C(=O)c2ccccc2)o1
  -2 | 0 | 0 | 1.2 | 8 | 24 | -1 | 19 | 13
- CCOc1ccc(CCNC(=O)COC(=O)c2ccc3c(c2)OCCO3)cc1OCC
  -6 | 1 | 11 | 0.6 | -4 | 1 | -3 | -5 | 14

The listing picks up; the 2 compounds before the break are reprinted first.
Under each structure: APJ ag | EBI2 block | Mdm2 MdmX PPI | UPR CHOP act | CXCR6 inh | APJ antagonist | UPR XBP1 act | tim23-1 inh | CCR6 antagonist
- COC(=O)c1cc(C)nc2c1c(C)nn2-c1ccccc1
  -1 | 0 | 7 | 0.4 | 0 | -13 | 4 | 41 | 4
- COC(=O)/C(C(C)=O)=C(/C=C/C=C/N(C)C)N(C)C
  -1 | -1 | 12 | -1.5 | 3 | 10 | -2 | 15 | -2
- CCNC(=S)N(CCCN(CC)CC)Cc1cc2cc3c(cc2[nH]c1=O)OCO3
  1 | 3 | -5 | 0.5 | 8 | 9 | -2 | 12 | 5
- CN(CC(CC(=O)Nc1nncs1)c1ccccc1)S(=O)(=O)c1ccc(Br)cc1 (configuration not stated)
  -3 | 13 | 37 | -0.6 | 13 | 11 | -1 | 10 | 16
- Cc1ccc(N=c2c([N+](=O)[O-])nn(-c3ccc4c(c3)OCCO4)n2O)cc1F
  3 | -1 | 80* | -2.6 | -1 | -17 | -3 | 14 | 4
- COc1cccc(NC(=O)CN(C)C(=O)c2cccc(S(=O)(=O)N3CCN(c4ccc(F)cc4)CC3)c2)c1
  -1 | 15 | 25 | -1.6 | 1 | 8 | -4 | 3 | 16
- Cc1cc(Oc2ccc(Br)cc2)nc(SCC(=O)c2ccccc2)n1
  -2 | 9 | 11 | 2.1 | -1 | -5 | 1 | 15 | 22
- Cc1ccccc1-n1c(=O)cc(N2CCN(Cc3ccccc3)CC2)[nH]c1=O
  -3 | -3 | 14 | -2.1 | -4 | 5 | 0 | 5 | -1
- COc1ccccc1NC(=S)NCC1CCC(CNC(=S)Nc2ccccc2OC)CC1 (configuration not stated)
  -6 | 3 | 6 | -1.1 | 9 | 14 | 0 | -6 | 14
- O=C(CSc1nc(Cc2ccccc2)nc2ccccc12)Nc1ccc2c(c1)OCCO2
  -3 | 15 | 45 | -1.1 | 11 | -5 | -2 | -16 | 26
- O=C(CCn1nc(-c2ccc(Cl)cc2)ccc1=O)N1CCOCC1
  -2 | -4 | 2 | 0.3 | 3 | -7 | -1 | 2 | 0
- CC(=O)N1CCc2c(sc(NC(=O)C3CC3)c2-c2nc3ccccc3s2)C1
  -4 | 28 | 20 | -0.7 | 12 | -54 | 3 | 19 | 16
- CN1CCN(c2ccc(C(=O)c3ccc(Br)cc3)cc2[N+](=O)[O-])CC1
  0 | 12 | -2 | 3.1 | -2 | 1 | 3 | 23 | 9
- Cc1c(Cl)cccc1NC(=O)CNC(=O)CCS(=O)(=O)c1ccc(F)cc1
  2 | -6 | -10 | 0.0 | 8 | -12 | -1 | 17 | 3
- CC1CC(C)CN(CCCNC(=O)C2CCN(c3nnc(-n4cccc4)s3)CC2)C1 (configuration not stated)
  7 | 2 | 1 | 2.2 | -3 | 5 | 1 | 4 | -4
- Cc1ccc(S(=O)(=O)N(C)C)cc1NC(=S)Nc1ccc2[nH]c(=O)[nH]c2c1
  -2 | -8 | -8 | 2.1 | 14 | 1 | 0 | 18 | 7
- Cc1ccc(C2(C)NC(=O)N(CC(=O)Nc3ccccc3N3CCCC3)C2=O)cc1 (configuration not stated)
  9 | 3 | -21 | -1.9 | -16 | -12 | 0 | 16 | -1
- COc1ccc(-n2c(-c3cc(-c4ccccc4)sc3N)n[nH]c2=S)cc1
  3 | 12 | 8 | 1.4 | -10 | 4 | 1 | 1 | 4
- O=C(COC(=O)C1CC(=O)N(Cc2ccccc2)C1)Nc1ccc2c(c1)OCO2 (configuration not stated)
  -4 | -1 | -13 | -1.6 | -9 | -32 | -3 | -17 | -6
- CCCNC(=O)c1onc(CSc2ccc(F)cc2)c1C(=O)NC(C)C
  -2 | 0 | 20 | 1.0 | 2 | 19 | 2 | 22 | 11
- Cc1cccc(OCC(=O)N(Cc2ccc(C)o2)C2CCS(=O)(=O)C2)c1 (configuration not stated)
  -2 | -4 | -1 | 0.9 | 3 | -9 | -8 | 7 | 9
- CCN(CC)c1ccc(S(=O)(=O)N2CCOCC2)cc1NC(=O)CSc1nncs1
  -1 | -3 | 3 | 1.2 | 2 | 4 | 6 | 26 | -6

Screening results as filed in PubChem.
